AMA1 RON2 block: AMA1-RON2 (P. falciparum) interaction inhibition; AlphaScreen AMA1-biotinylated RON2 peptide binding; AID 720542; 360,000 compounds, 0.2% hits; Potency, µM (top dose mostly 58.2 µM), without a hit: top-dose activity change, negative = inhibition, most hits filed as inhibitors;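 note: potency is the fitted concentration of half-maximal effect; 0% = vehicle wells and -100% = peptide control; nearly all actives have a fitted effect of over 45% in size; some results filed as inactive show a strong effect at the top dose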
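AMA1 (3D7) with his tag at 25 nM final met compounds first, then biotinylated RON2 peptide at 25 nM; detection used donor plus acceptor beads, 10 µg/mL apiece, read by AlphaScreen after 30 min at room temperature.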
LmPK inhibitor: LmPK (Leishmania mexicana) enzyme inhibition; 290,000 compounds, 0.37% hits; Q27686; AID 1721; purified LmPK, Kinase-Glo ATP luminescence, 1 h; Potency, µM (series often up to 57.5 µM), for the others: at the top dose activity change, negative = inhibition, usual class: inhibitors; note: potency is the fitted concentration of half-maximal effect
Target sequence (Q27686 whole entry, looked up): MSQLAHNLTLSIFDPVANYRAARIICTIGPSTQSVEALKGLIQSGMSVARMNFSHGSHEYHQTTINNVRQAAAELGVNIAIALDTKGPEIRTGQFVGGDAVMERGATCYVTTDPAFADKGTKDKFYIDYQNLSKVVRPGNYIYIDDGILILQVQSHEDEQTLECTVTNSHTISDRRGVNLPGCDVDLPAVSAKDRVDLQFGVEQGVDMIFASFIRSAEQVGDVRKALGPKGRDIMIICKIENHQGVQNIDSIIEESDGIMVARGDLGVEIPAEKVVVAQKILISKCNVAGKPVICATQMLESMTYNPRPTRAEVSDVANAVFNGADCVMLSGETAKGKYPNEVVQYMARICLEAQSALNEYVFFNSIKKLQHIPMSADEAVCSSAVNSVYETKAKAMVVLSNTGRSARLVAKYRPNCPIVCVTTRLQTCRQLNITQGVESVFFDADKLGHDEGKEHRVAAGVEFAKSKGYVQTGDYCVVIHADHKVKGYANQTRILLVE
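In 50 mM imidazole pH 7.2 with 7 mM MgCl2, LmPK (0.1 nM) turned over PEP (0.5 mM) and ADP (0.1 mM) for 1 h at room temperature. Luciferase read-out of ATP.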
AmpC inh no detg: blocks E. coli AmpC beta-lactamase in detergent-free assay; AmpC nitrocefin hydrolysis, absorbance 480 nm, 0.0001% Triton; Potency, µM (doses to about 57.1 µM), for inactives: top-dose activity change, negative = inhibition, actives largely listed as inhibitors; 330,000 compounds, 0.52% hits;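 note: potency is the fitted concentration of half-maximal effect; plate controls were no compound for no effect and no enzyme for full effect; nearly all actives have a fitted effect of over 20% in size; some results filed as inactive show a strong effect at the top dose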
Target sequence (P00811 whole entry, looked up): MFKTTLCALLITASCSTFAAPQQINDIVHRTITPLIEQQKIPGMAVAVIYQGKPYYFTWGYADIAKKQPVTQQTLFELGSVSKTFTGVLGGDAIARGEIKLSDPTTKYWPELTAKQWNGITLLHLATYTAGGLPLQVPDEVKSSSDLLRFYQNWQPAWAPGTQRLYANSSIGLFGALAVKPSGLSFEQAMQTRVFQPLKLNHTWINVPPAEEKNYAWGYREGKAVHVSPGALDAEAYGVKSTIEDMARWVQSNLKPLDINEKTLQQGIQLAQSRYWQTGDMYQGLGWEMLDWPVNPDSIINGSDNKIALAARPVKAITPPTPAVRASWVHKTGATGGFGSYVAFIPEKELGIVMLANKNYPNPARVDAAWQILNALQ
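AmpC (5.3 nM in the dispensed reagent) in 20 mM phosphate pH 7.0 with 0.01% (detergent screen) or 0.0001% Triton X-100 was preincubated with compounds for 15 min at room temperature. Nitrocefin was then added from an 800 uM solution, and hydrolysis was followed at 480 nm.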
HCMV inh: inhibitors of human cytomegalovirus; 410,000 compounds, 4.5% hits; AID 1259415; activity change, negative = inhibition, % at 57.5 µM; HFF cells, HCMV-luciferase reporter, 72 h; stronger effect = lower value; in the data active = activity change below about -60%; inconclusive = no clear call, values can overlap the other calls; inactive = above about -39%
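Steps: HFFs plated, 16 h 37C; compounds added; HCMV-luciferase added to MOI 1 PFU/cell; 72 h 37C; OneGlo reagent, 5 min room temperature; luminescence read, normalized to controls.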
Tb PYK inh: inhibitors of Trypanosoma brucei pyruvate kinase; AID 624173; 410,000 compounds, 0.12% hits; TbPYK enzyme, Kinase-Glo Plus ATP luminescence, 45 min; Potency, µM (highest dose often 76.8 µM), inactives show at the highest dose activity, negative = inhibition, usual class: inhibitors; note: potency is the fitted concentration of half-maximal effect; nearly all actives have a fitted effect of over 50% in size
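Screened from lowest to highest concentration, compounds were pinned into TbPYK/substrate mixtures, and ADP (130 uM final) was added. Plates sat at room temperature for 45 min prior to Kinase-Glo Plus detection by luminescence.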
Sm TGR inh: inhibitors of Schistosoma mansoni thioredoxin glutathione reductase. Q962Y6. purified TGR, DTNB reduction, TNB absorbance 405 nm. Potency, µM (titrated, usually from 114 µM), for inactives: at the top dose activity change, negative = inhibition, most hits filed as inhibitors. 360,000 compounds, 3% hits. AID 485364; note: potency is the fitted concentration of half-maximal effect; nearly all actives have a fitted effect of over 60% in size
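Kinetic colorimetric format: TGR-catalysed, NADPH-driven DTNB reduction monitored via TNB absorbance. Enzyme dispensed at 20 nM; compound exposure 15 min at room temperature before reaction start.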
AmpC detergent: inhibitors of E. coli AmpC beta-lactamase with detergent. Potency, µM (doses to about 114 µM), without a hit: at the highest dose activity change, negative = inhibition, actives largely listed as inhibitors. 370,000 compounds, 0.041% hits. AmpC hydrolysis of nitrocefin, absorbance 480 nm, 0.01% Triton. P00811. AID 485294;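 note: potency is the fitted concentration of half-maximal effect; 0% = no-compound wells and -100% = no-enzyme wells; nearly all actives have a fitted effect of over 25% in size; some results filed as inactive show a strong effect at the top dose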
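20 mM phosphate pH 7.0 + 0.01% (detergent screen) or 0.0001% Triton X-100; 5.3 nM AmpC reagent; cpd preinc 15 min RT; nitrocefin (800 uM stock) to start; A480 q20 s × 4 min; Activity was normalised to no-enzyme and no-compound control wells.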
Numbers without * were called inactive; ? = inconclusive; / = not tested or not shown; [ ] = dose if it differs, or a comment. Unless noted, calls come from the whole dose curve; as a rule, active = well fitted curve in the direction sought with a large enough effect; inconclusive = small, poorly fitted or top-dose-only effect, or another doubt; inactive = no such curve, though single readings can be large; an effect the other way counts as inactive or inconclusive. Unless noted, % is set by controls: 0 for no effect and ±100 for the full control effect.

canonical_smiles	AMA1 RON2 block	LmPK inhibitor	AmpC inh no detg	HCMV inh	Tb PYK inh	Sm TGR inh	AmpC detergent
COC(=O)c1cc(C(=O)NCc2ccccc2)c(=O)[nH]c1C	3%	6%	-36%	6	2%	7%	1%
Cc1cccc(C)c1NC(=O)CNC(=O)CCC(=O)c1cccs1	-1%	0%	-19%	-20	-8%	-6%	-6%
Cn1nnnc1SCC(=O)Nc1ccc(Cl)cc1Cl	/	1%	-26%	/	/	-20%	1%
O=C(OCC(=O)N1CCCCCC1)c1cc(S(=O)(=O)N2CCOCC2)ccc1F	4%	/	/	-19	1%	/	/
COCCn1c(=S)[nH]c2cc(OC)c(OC)cc2c1=O	0%	-3%	-22%	2	-6%	-23%	-6%
CC(NC(=O)c1ccc2c(c1)OCCO2)C(=O)O (stereo unspecified)	57%[activator]	-5%	-12%	-5	-4%	3%	-14%
CS(=O)(=O)N(CC(=O)Nc1cccc([N+](=O)[O-])c1)c1cccc(F)c1	-2%	1%	-18%	11	1%	-2%	3%
CCOC(=O)CC(=O)CSc1nccc(-c2cccnc2)n1	8%	2%	37%	-27	3%	-11%	-5%
O=C(NCc1nc2ccccc2[nH]1)c1ccc([N+](=O)[O-])cc1	-3%	4%	-10%	-25	-1%	2%	0%
Cc1ccc(-c2nc(S(=O)(=O)c3ccc(C)cc3)c(N3CCCCCC3)o2)cc1	/	/	/	-3	-4%	?	-3%
Cc1ccc(NC(=O)CCn2cnc3cc(C)c(C)cc32)cc1	12%	-5%	11%	19	-8%	-3%	1%
CCOC(=O)N1CCc2c(sc(NCc3sccc3C)c2C(=O)Nc2ccccc2OCC)C1	/	/	/	19	?	-31%	10%
O=C(c1ccc2c(c1)N(Cc1ccccc1)CCS2)N1CCOCC1	-6%	10%	54%	-29	-2%	5%	4%
COc1cccc(C2=CC(=O)CC(C)(C)C2=O)c1	0%	/	/	-1	4%	/	/
O=S(=O)(c1ccc(Cl)c(NC(=S)N/N=C/c2ccc(O)cc2)c1)N1CCOCC1	0%	5%	-34%	-83*	0%	-22%	-2%
Cc1cccnc1NC(=O)CSc1ncnc2sc(C)c(C)c12	1%	/	-18%	-25	-6%	5%	?
COc1cc(NC(C)C(=O)N2CC(C)OC(C)C2)cc(OC)c1 (stereo unspecified)	-14%	-4%	91%[activator]	6	7%	-9%	-13%
CC1(C)COC(Nc2cccc(Cl)c2)=N1	-28%	-2%	-21%	54	6%	-1%	1%
COc1ccc([C@]23Cc4ccccc4C(O2)C2=C(CCCC2=O)O3)cc1	/	0%[11.5 µM]	-19%[11.4 µM]	/	/	0%[22.9 µM]	-6%[22.9 µM]
CC12CCC(C(=O)N(NC(=O)c3cc(Cl)ccc3O)C1=O)C2(C)C (stereo unspecified)	-7%	0%	-13%	19	-4%	1%	-8%
Cc1cc(OC(=O)C(c2ccccc2)c2ccccc2)c([N+](=O)[O-])c(=O)[nH]1	19%	1%	-21%	4	-9%	?	-12%
CCC(=O)/C=C1\Sc2ccccc2N1CC	6%[11.6 µM]	-1%	-25%	-69*	-11%	-11%	-9%
CC(C)(C)OC(=O)N1CCC(c2c(C(=O)NCCN3CCOCC3)cnn2-c2ccccc2)CC1	/	/	/	0	-1%[15.4 µM]	-1%	11%
COCCC1CCCCN1C(=O)c1ccc(OC)c(OC2CCN(C(C)=O)CC2)c1 (stereo unspecified)	13%	/	/	1	1%	/	/
CCc1nc2c(OCC(=O)C(C)(C)C)cccn2c1N(C=O)CC(=O)N(C)C	2%	/	/	6	-2%	/	/
COc1ccccc1-c1nnc(SC(C)C(=O)N2CCOCC2)o1 (stereo unspecified)	8%	/	-6%	10	-3%	-4%	1%
CC(=O)NC(c1cccc(F)c1)c1nc(-c2cccc(C(=O)O)c2)cs1 (stereo unspecified)	-1%	/	/	14	2%	/	/
CCCCNC(=O)C(CC)Sc1nc2ccccc2c(=O)n1Cc1ccco1 (stereo unspecified)	/	/	/	-14	-9%	-21%	2%
CN(CC(=O)NCc1ccccc1Cl)S(=O)(=O)c1ccc2c(c1)c(=O)n(C)c(=O)n2C	/	/	/	-13	-2%	-4%	-11%
CCCNC(=O)c1cc(Cl)c(NC(=O)C2=C(C)OCCS2)cc1OC	-12%	-5%	-3%	-35	7%	2%	3%
Cc1ccc(C(CC(=O)O)Nc2nc(N3CCOCC3)nc(N3CCOCC3)n2)cc1 (stereo unspecified)	-3%[11.6 µM]	-5%	0%	-11	-10%	27%	-1%
COC(=O)CCCCCC(CCC(=O)OC)NC(C)=O (stereo unspecified)	13%	2%	-8%	-5	-1%	5%	?
Cc1ccc(S(=O)(=O)NCC(=O)OCC(=O)Nc2ccc3c(c2)OCCO3)cc1	-8%	/	-25%	0	-3%	-12%	4%
O=C(CC[C@H]1O[C@@H](n2ccc(=O)[nH]c2=O)[C@H](O)[C@@H]1O)N[C@H](Cc1ccccc1)C(=O)NCC1CCCO1 (stereo partly specified)	3%	/	/	17	2%	/	/
COc1ccc(S(=O)(=O)Nc2cccc3c2O[C@@H](CN(C)CC2CC2)[C@@H](C)CN([C@@H](C)CO)C3=O)cc1	40%[activator]	/	76%[activator]	3	-8%	/	/
Cc1ccc2c(c1)C(=O)OC(C(=O)Nc1ncc(Cc3ccccc3)s1)C2 (stereo unspecified)	/	/	/	1	-1%	-2%	24%
O=C(Cc1ccccc1)Nc1c(C(=O)Nc2ccccc2F)oc2ccccc12	/	/	/	-14	-1%	0%	11%
CC(=O)NCCn1c(SCC(=O)NCC2CCCO2)nc2ccccc2c1=O (stereo unspecified)	-4%	0%	-12%	2	2%	-7%	-4%
CN(C)CCCNC(=O)c1cc(S(=O)(=O)N2CCOCC2)ccc1F	12%	14%	-15%	-5	7%	10%	-4%
COc1ccc(S(=O)(=O)N2CCc3ccccc32)cc1C(=O)OCC(=O)c1c(N)n(C)c(=O)n(C)c1=O	10%	1%	-34%	66	6%	0%	4%
O=C(CCl)N1c2ccccc2OCC1c1ccccc1 (stereo unspecified)	16%	10%	-9%	-62*	1%	3.2µM*	1%
OC[C@@H]1CN(Cc2cccs2)C[C@H](n2cnc3c(N4CCOCC4)ncnc32)O1	4%	/	/	20	-1%	/	/
CCOC(=O)CC1COCCN1Cc1cn[nH]c1-c1cc(OC)c(OC)c(OC)c1 (stereo unspecified)	2%	5%	15%	83	-11%	12%	1%
Cc1ccc(NC(=O)Cn2c(=O)n(CCC(=O)NCCc3ccccc3)c(=O)c3ccccc32)cc1	/	/	/	10	-2%	-4%	17%
N#C/C(=C\c1ccc(N2CCOCC2)o1)C(=O)N1CCOCC1	-24%	2%	-20%	?	2%	?	0%
COc1ccc(S(=O)(=O)N2CCC(C(=O)NCC3CCCO3)CC2)cc1 (stereo unspecified)	-1%	0%	-7%	37	-14%	-7%	9%
N#Cc1ccccc1Cn1c(=O)n(CCCCC(=O)NCc2ccc3c(c2)OCO3)c(=O)c2ccccc21	/	/	/	8	-11%	-1%	-6%
COc1ccc(S(=O)(=O)NNC(=O)c2cc3c4ccccc4n(C)c3s2)cc1	-2%	0%	-22%	-33	-1%	3%	1%
CCCCN1C(N)=NC[C@@H]1C(C)O (stereo partly specified)	2%	/	/	-7	3%	/	/
COc1ccc(NC(=O)C23CC4CC(C2)CC(n2cnc(Br)n2)(C4)C3)c(C)c1	5%	0%	4%	-11	-16%	19%	-2%

Single values from above.
For Tb PYK inh, `COc1ccc(S(=O)(=O)N2CCC(C(=O)NCC3CCCO3)CC2)cc1` (stereo unspecified) has -14%
For Tb PYK inh, `O=C(CCl)N1c2ccccc2OCC1c1ccccc1` (stereo unspecified) has 1%

Following part.
canonical_smiles	AMA1 RON2 block	LmPK inhibitor	AmpC inh no detg	HCMV inh	Tb PYK inh	Sm TGR inh	AmpC detergent
Cc1ccc(NS(=O)(=O)c2cc(NC(=O)c3cc4c(s3)CCCC4)ccc2C)c(C)c1	3%	1%	-58%	?	2%	9%	-1%
Cc1cccc(OCC(=O)N2CCC(c3ccccc3)C2)c1 (stereo unspecified)	-9%	-1%	0%	83	-3%	-3%	-7%
CC(=O)Nc1ccc2c(c1)OCCOCCOc1cc(NC(C)=O)ccc1OCCOCCOCCO2	/	-7%	-9%	73	/	4%	-1%
COCCNC(=S)NNC(=O)c1ccco1	66%[activator]	0%	-20%	10	1%	4%	?
O=C(CSc1nc(C2CC2)nc2c1cnn2-c1ccccc1)Nc1c[nH]c(=O)[nH]c1=O	-9%	0%	-2%	-18	7%	-18%	-6%
Cc1ccc(NC2CCCN(C(=O)CCC3=NNC(=O)CC3)C2)cc1C (stereo unspecified)	-5%	3%	18%	-10	2%	-1%	4%
CCOc1ccc(NC(=O)Cn2c(=O)n(CCCCCC(=O)NCc3ccccc3)c(=O)c3sccc32)cc1	/	/	/	-12	-8%	9%	-1%
CCN(CC(=O)Nc1ccc(OC)cc1)C(=O)c1ccc(N2CCCC2=O)cc1	45%[activator]	/	0%	3	2%	-22%	?
CC1CCc2c(sc(NC(=O)c3cc(-c4ccc(Br)cc4)on3)c2C(N)=O)C1 (stereo unspecified)	/	/	/	-19	-4%	-11%	2%
CNC(=S)N(CCc1c(C)[nH]c2ccc(F)cc12)Cc1ccco1	-19%	-6%	0%	-16	2%	0%	3%
N#Cc1ccc2[nH]cc(CCO)c2c1	-6%	-3%	-9%	-6	-4%	-4%	?
CCCOC(=O)c1c(-c2ccccc2)nc(CC)c(C(=O)SCC)c1CCC	6%	/	-8%	-26	-4%	0%	-6%
Cc1ccc(N(Cc2ccc(C(=O)NN=C3CCN(C)CC3)cc2)S(C)(=O)=O)cc1C	6%[11.6 µM]	-1%	-35%	?	-6%	-1%	-9%
Cc1cccn2c(=O)c3cc(C#N)c(=O)n(-c4nnc(SCc5ccc(F)cc5)s4)c3nc12	/	/	/	-3	5%	-4%	12%
O=C(c1cc(-c2cccc(Cl)c2)on1)N1CCCCCC1	-10%	-2%	19%	57	-1%	3%	?
Cc1ccc(NC(=O)C(=O)NCCN2CCN(S(=O)(=O)c3ccccc3)CC2)cc1C	5%	2%	24%	18	2%	/	1%

Screens (PubChem)
